Screens from PubChem BioAssay.
Wnt act – activates Wnt/beta-catenin signaling in a reporter cell assay; actives 1.2% (n = 300,000); AID 743398; activator, plate reader; activation, % at 9.35 µM; in the data active = activation above about 30%, passing the limit was not always enough; inconclusive = no clear call, values can overlap the other calls;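 also: 0% = neutral control wells and 100% = positive control wells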
RTF Ca sens act – cardiac RTF calcium sensitization; P19429+P45379; IANBD-labeled TnC RTF fluorescence at EC20 calcium; 0% EC20 calcium, 100% full calcium; activation, % at 7.2 µM; actives 0.24% (n = 340,000);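 active = activation above the mean over all tested compounds plus 3 SD, cut at about 30% in these data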;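 also: rise in fluorescence read as greater calcium sensitivity of cardiac thin filaments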
SR-BI HDL uptake – blocks mouse SR-BI lipid uptake from DiI-HDL; Q61009; ldlA[mSR-BI] CHO cells, DiI-HDL uptake fluorescence, 3 h; inhibition, % at 12.5 µM; actives 0.96% (n = 320,000); AID 488896;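 active = mean replicate inhibition of at least 70% and a set share of replicates each scoring 70 or more; inconclusive = meets just one of the two criteria; inactive = fails both criteria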;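 also: 0% = median of neutral control wells and 100% = median of positive control wells; values of inactives mirror those of a sister screen read the other way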
Rtt109 Vps75 – C. albicans Rtt109 histone acetyltransferase inhibition. Q5AAJ8. purified Rtt109/Vps75, ThioGlo CoA-SH fluorescence, 4 h. inhibition, % at 34.9 µM. actives 0.16% (n = 330,000). AID 540336;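 active = inhibition of at least 50% in every replicate; inconclusive = best replicate reaches 50% inhibition but some replicates fall short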
SR-BI uptake up – enhances SR-BI lipid uptake from DiI-HDL. CHO ldlA[mSR-BI] cells, DiI-HDL uptake fluorescence, 3 h; 100 = double the neutral-control signal. activation, % at 12.5 µM. actives 0.096% (n = 320,000);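 active = mean replicate activation of at least 60% and every replicate at or above 60%; inconclusive = mean or all-replicate condition met, but not both; inactive = mean below 60% and not all replicates reaching 60%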;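 also: 0% = median plate neutral-control signal and 100% = twice that signal; values of inactives mirror those of a sister screen read the other way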
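system = CHO ldlA[mSR-BI] cells, LDL receptor-null, SR-BI overexpressing | medium = Ham's F12 with 0.5% BSA, HEPES 25 mM, pH 7.4 | probe or stimulus = DiI-HDL 10 µg/mL | compound dosing = single-point compound dose | incubation = compound exposure 3 h, 37 °C | technique = DiI fluorescence, bottom read | read-out = cell-associated DiI fluorescence as measure of HDL uptake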
dFosB act – activators of mouse delta FosB homodimer. P13346. purified delta FosB, TAMRA-CDK5 oligo fluorescence polarization; percent of positive-control signal above neutral wells. activation, % at 25 µM. actives 0.99% (n = 340,000);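 active = mean activation above about 17%, with every replicate also reaching it, limit read from the data, passing the limit was not always enough; inconclusive = only one of the two conditions met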;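 also: fluorescence polarization rise as delta FosB binds a TAMRA Cdk5 AP-1 oligo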
Target sequence (P13346 whole entry, looked up): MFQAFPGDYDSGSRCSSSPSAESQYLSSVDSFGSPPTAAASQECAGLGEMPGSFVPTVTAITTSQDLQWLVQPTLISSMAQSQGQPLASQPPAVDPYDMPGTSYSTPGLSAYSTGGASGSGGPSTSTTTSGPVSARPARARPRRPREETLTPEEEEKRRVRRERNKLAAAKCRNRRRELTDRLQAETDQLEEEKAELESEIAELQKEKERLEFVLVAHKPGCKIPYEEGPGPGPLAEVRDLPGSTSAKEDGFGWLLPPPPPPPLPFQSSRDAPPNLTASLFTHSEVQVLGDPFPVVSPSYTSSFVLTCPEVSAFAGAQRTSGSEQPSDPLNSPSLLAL
CDK5 p35 inh – blocks human CDK5/p35 kinase activity; Recombinant CDK5/p35, ADP-Glo luminescence, 60 min; inhibition, % at 10 µM; actives 0.01% (n = 330,000);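 active = highest replicate inhibition of at least 50% and at least 75% of replicates reaching 50%; inconclusive = only one of the two criteria met; inactive = both criteria failed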;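 also: plate controls were DMSO neutral control for no effect and GW8510 at 10 µM for full effect; many of its hits are not listed in these tables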
Target sequence (Q00535 whole entry, looked up): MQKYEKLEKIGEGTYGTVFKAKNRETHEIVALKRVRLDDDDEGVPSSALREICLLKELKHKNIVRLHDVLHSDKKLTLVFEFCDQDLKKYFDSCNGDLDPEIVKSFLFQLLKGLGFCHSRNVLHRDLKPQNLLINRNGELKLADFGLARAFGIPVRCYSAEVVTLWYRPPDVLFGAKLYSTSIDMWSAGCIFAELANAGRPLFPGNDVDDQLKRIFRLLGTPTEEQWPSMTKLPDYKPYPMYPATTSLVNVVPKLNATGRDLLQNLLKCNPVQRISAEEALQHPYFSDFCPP
Target sequence (Q15078 whole entry, looked up): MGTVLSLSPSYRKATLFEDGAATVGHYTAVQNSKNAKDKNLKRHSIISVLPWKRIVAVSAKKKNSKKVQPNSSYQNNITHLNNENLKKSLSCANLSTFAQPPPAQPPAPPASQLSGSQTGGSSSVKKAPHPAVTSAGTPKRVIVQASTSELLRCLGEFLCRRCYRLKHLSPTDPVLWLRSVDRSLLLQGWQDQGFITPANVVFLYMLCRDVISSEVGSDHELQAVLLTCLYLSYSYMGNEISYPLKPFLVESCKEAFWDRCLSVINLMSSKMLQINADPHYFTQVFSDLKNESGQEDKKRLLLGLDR
HTR5A ag – HTR5A agonism, opioid heterodimer counter-screen; P47898; HTR5A agonist assay, luminescence, cell-based; activation, % at 9.3 µM; actives 0.61% (n = 340,000); in the data active = activation mostly above about 9.5%, no sharp cut-off; inactive = mostly below about 7.6%;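 also: 0% = cells with vehicle only and 100% = reference agonist; strong numbers were not always called active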
MITF TRPM1 HTS – activators of MITF-driven TRPM1 promoter activity in SK-MEL-5 cells; SK-MEL-5 TRPM1-promoter luciferase, 24 h; % of positive control, neutral wells = 0; activation, % at 12.5 µM; actives 0.75% (n = 300,000); AID 588334;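 active = mean activation of at least 80% with every replicate also reaching 80%; inconclusive = mean reaches 80% but some replicate falls short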;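 also: 0% = neutral control wells and 100% = parthenolide positive control wells; values of inactives mirror those of a sister screen read the other way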
PvdQ inh – blocks Pseudomonas aeruginosa PvdQ acylase activity | purified PvdQ acylase, fluorescence plate reader | inhibition, % at 10 µM | actives 0.063% (n = 340,000); in the data active = inhibition above about 30%, passing the limit was not always enough; inconclusive = no clear call, values can overlap the other calls;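 also: 0% = vehicle neutral wells and 100% = reference inhibitor wells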
Active calls of the source: *; ? = inconclusive; · = not tested or not shown.

SMILES | Wnt act | RTF Ca sens act | SR-BI HDL uptake | Rtt109 Vps75 | SR-BI uptake up | dFosB act | CDK5 p35 inh | HTR5A ag | MITF TRPM1 HTS | PvdQ inh
COc1cccc(C(O)c2cnc(C(C)C)n2C)c1OC (stereo unspecified) | -1.0 | 0.2 | -21.6 | 2.7 | 21.7 | -0.6 | 0.1 | -0.8 | 4.7 | -0.4
COc1cc(/C=C2\SC(N3CCc4ccccc4C3)=NC2=O)cc(OC)c1OC | -1.9 | -10.5 | 8.6 | -2.4 | -8.6 | 2.8 | -0.3 | 1.7 | 3.8 | -16.5
CCCCNC(=O)C(C)N(CCN(C)C)C(=O)CCCN1C(=O)NC(c2ccc(Cl)cc2)C(C(=O)OCc2ccccc2)=C1C (stereo unspecified) | -1.4 | -1.5 | 12.4 | -8.3 | -12.4 | -3.3 | -0.2 | 0.9 | -90.2 | -11.5
Cc1cc(Cl)ccc1NC(=S)N1CCN(Cc2ccccc2)CC1 | · | 5.3 | -25.1 | 2.2 | 25.1 | -12.5 | -0.6 | 3.8 | -4.6 | 3.9
Cc1ccc(C(C(=O)NCCc2ccccc2)N(C(=O)c2csnn2)C2CC2)o1 (stereo unspecified) | · | 7.5 | · | 0.9 | · | 1.1 | -2.1 | 1.8 | · | 8.6
Cc1ccc(S(=O)(=O)N(C)C)cc1NC(=O)COC(=O)c1ccc2c(=O)n3c(nc2c1)CCC3 | -1.2 | -6.3 | 2.4 | -9.8 | -2.4 | 14.5 | -0.4 | 1.3 | 6.9 | -4.3
CCN(Cc1ccccc1)C(=O)CSc1ncn[nH]1 | -1.5 | -0.8 | -20.4 | -3.8 | 20.4 | 2.7 | 0.7 | -0.7 | -0.8 | -4.0
CCn1cc(/C=C(\NC(=O)c2ccccc2Cl)C(=O)N2CCOCC2)c2ccccc21 | -0.9 | -2.4 | -2.4 | 6.3 | 2.4 | -4.0 | 0.1 | -3.2 | -16.5 | -5.9
O=C(Cn1nnc2ccccc21)N1CCCCC1 | -1.4 | 8.7 | 20.4 | 2.3 | · | 5.2 | 0.6 | 2.7 | -9.7 | -20.5
CCOCCCNC(=O)/C(C#N)=C/c1ccc(C)o1 | 0.7 | 11.8 | -20.4 | -1.1 | 20.4 | -0.5 | 2.7 | -0.4 | 5.1 | 5.4
COc1ccccc1NNC(=O)c1cc(C(C)(C)C)nn1Cc1ccccc1 | 54.0* | -0.7 | 17.4 | -12.7 | -17.4 | -9.1 | -0.4 | 7.5 | · | -8.8
CCCCn1c(N)c(N(CCOC)C(=O)COC(=O)COc2ccccc2C#N)c(=O)[nH]c1=O | 3.1 | 0.6 | -24.3 | 0.8 | 24.3 | -5.2 | 1.8 | -9.2 | -11.5 | 3.6
CCOc1ccc(-c2noc(CCC(=O)NC)n2)cc1OCC | 6.7 | 0.2 | -6.0 | 3.2 | 6.0 | 0.1 | 1.3 | 3.3 | -11.8 | -15.4
CCCCC1(Cc2ccc(OC)c([N+](=O)[O-])c2)C(=O)N(c2ccccc2)N(c2ccccc2)C1=O | -9.0 | -4.0 | · | 5.4 | · | 0.9 | -1.0 | -0.7 | -4.1 | 8.3
C/C(=N\Nc1ccc([N+](=O)[O-])cc1)c1ccc(N)cc1 | 8.9 | 3.0 | 22.7 | -2.5 | -22.7 | -7.7 | 0.5 | -2.3 | 76.2 | -2.0
O=C(NC1=C(NC2CCS(=O)(=O)C2)C(=O)c2ccccc2C1=O)c1ccccc1 (stereo unspecified) | -24.9 | 6.4 | -9.9 | 0.4 | 9.9 | -9.1 | 0.6 | 1.8 | 3.5 | -2.7
O=C(Cn1nnc(-c2ccccc2F)n1)Nc1ccc(C(=O)N2CCOCC2)cc1 | · | -1.0 | -2.6 | -4.6 | 2.6 | 0.2 | 2.2 | 1.6 | 0.6 | -7.7
Cc1[nH]n(-c2nc(-c3ccccc3)cc(=O)[nH]2)c(=O)c1CCO | -1.4 | 7.9 | -2.6 | 1.1 | 2.6 | -0.8 | -0.4 | 0.2 | -5.4 | 8.0
COc1cc(C)c(Br)cc1S(=O)(=O)NCCN1CCOCC1 | 0.7 | 6.2 | -2.7 | -6.4 | 2.7 | -2.0 | -0.6 | 1.7 | 16.8 | -2.5
COc1ccc(Cl)cc1NC(=O)CCc1nnc2ccc(N3CCN(C)CC3)nn12 | -1.8 | 1.5 | -3.6 | 3.5 | 3.6 | -8.7 | 0.3 | -3.5 | 4.7 | 12.3
Cc1c(O)c2c3c(cccc3c1O)C(=O)N(c1ccccc1)C2=O | 0.8 | 51.7* | -4.1 | -4.0 | 4.1 | -11.0 | 0.9 | 3.9 | -0.7 | -0.9
Cc1noc(C)c1S(=O)(=O)N(CC(=O)O)c1ccc2c(c1)OCO2 | · | 4.8 | -14.9 | 13.4 | 14.9 | 1.6 | 1.9 | 3.7 | 8.0 | -6.5
Cn1c(=O)c2c(nc(SCC(=O)NC34CC5CC(CC(C5)C3)C4)n2C)n(C)c1=O | · | -6.5 | -0.5 | 0.4 | 0.5 | 2.9 | 1.5 | 3.2 | 11.8 | 5.0
c1ccc(Nc2c3c(nc4ccccc24)CCC3)cc1 | -1.8 | 2.7 | -15.6 | 3.4 | 15.6 | -7.6 | 0.2 | -4.5 | 6.0 | -7.7
CCOC(=O)N1CCN(C(=S)Nc2ccc(C)cc2)CC1 | -0.4 | -2.0 | 1.7 | 2.6 | -1.7 | -1.0 | -1.9 | 4.4 | 15.5 | 0.5
COc1cc(C(=O)N2CCC(n3c(C)nc4cc(F)ccc43)CC2)cc(OC)c1OC | -1.6 | -1.5 | -31.4 | -4.4 | 31.4 | -6.5 | -1.3 | 1.8 | · | -4.7
C=C1C(=O)O[C@H]2C1CC[C@@](C)(O)C13C=CC(C)(C21)C1(C3)C(=O)O[C@@H]2C3C(C)=CCC3[C@](C)(O)C[C@H](OC(C)=O)C21 (stereo partly specified) | 5.9 | -5.9 | -28.8 | 8.2 | 28.7 | -6.1 | -2.8 | -1.2 | 0.1 | -6.7
Oc1ccccc1-c1cc(-c2ccccc2Cl)[nH]n1 | 20.2 | -8.1 | 32.8 | 5.6 | -32.8 | -3.0 | 3.3 | -4.6 | 47.8 | 3.0
COc1ccc(N2CCN(S(=O)(=O)CCNC(=O)c3cccs3)CC2)cc1 | -1.4 | -4.5 | 13.3 | -11.1 | -13.3 | -0.3 | 1.2 | -3.0 | -1.9 | -0.7
CN(C)CCCNC(NC(=O)/C=C/c1ccccc1)C(Cl)(Cl)Cl (stereo unspecified) | 0.0 | -9.5 | -22.3 | -10.9 | 22.3 | 2.7 | 2.1 | 7.8 | · | -4.0
CC1=CC(C)(C)NC(=S)N1c1ccc(N(C)C)cc1 | -6.2 | -3.4 | -12.7 | -10.6 | 12.7 | 0.0 | -0.8 | 1.5 | 15.8 | -13.1
CN(c1ccccc1)S(=O)(=O)c1cccc(NC(=O)CSc2n[nH]c(N)n2)c1 | 0.5 | 13.4 | -2.5 | -0.3 | 2.5 | -4.8 | -3.6 | 6.7 | 0.0 | -20.2
CCN(c1ccccc1)S(=O)(=O)c1ccc(C(=O)Nc2nnc(-c3ccco3)o2)cc1 | -1.5 | -5.8 | -1.7 | 9.6 | 1.7 | -6.1 | -1.7 | 0.2 | -11.3 | 3.9
O=C(Nc1nnc(C2CC2)s1)c1cncc(Br)c1 | 24.2 | -2.8 | 24.1 | -1.3 | -24.1 | -1.9 | -1.0 | -1.9 | 67.7 | -0.3
CN(C(=O)COC(=O)c1ccc(Br)c([N+](=O)[O-])c1)c1c(N)n(Cc2ccccc2)c(=O)[nH]c1=O | 3.5 | -5.0 | -13.3 | 7.2 | 13.3 | 8.2 | -4.9 | -1.7 | -12.6 | -7.4
C=C(C)C1CC=C(C)/C(=N/NC(=O)c2ccc(NC(=O)CCC)cc2)C1 (stereo unspecified) | · | -0.1 | 35.2 | -3.1 | -35.2 | -11.4 | 0.9 | -0.3 | -4.1 | 6.5
O=C(CSc1nc2[nH]ncc2c(=O)[nH]1)NCCc1ccccc1 | -3.1 | -4.0 | -20.6 | -2.6 | 20.6 | -3.9 | -0.1 | -1.9 | 8.9 | -7.0
O=S(=O)(c1ccccc1)N1CCN(Cc2ccccc2)c2ccccc21 | 11.8 | -3.6 | 8.7 | -3.4 | -8.7 | 1.1 | 0.2 | -2.5 | 20.5 | 0.9
Cc1ccc(CN(N=Nc2nonc2N)c2nonc2N)c(C)c1 | -4.8 | -1.4 | -3.8 | 1.7 | 3.8 | 3.9 | 0.8 | 10.0 | -3.7 | -1.3
Cc1ccc2nc(NCc3ccc(F)cc3)c3nncn3c2c1 | 2.5 | 7.1 | -26.8 | -10.6 | 26.8 | ? | 0.0 | -1.5 | 23.6 | -9.7
COc1ccc(C2(C(=O)NCCc3ccccc3)CCCC2)cc1 | 0.7 | 1.3 | -8.2 | 5.1 | 8.2 | -0.6 | 0.9 | 1.8 | 1.5 | 3.5
CC(=O)c1cc(-c2ccccc2)n(CCC(=O)NC2CCCCC2)c1C | -0.7 | 2.6 | 15.6 | -5.5 | -15.6 | 0.3 | 0.8 | 5.5 | 9.5 | -16.6
Cc1ccccc1C(=O)N1CCC(C(=O)OCc2ccccn2)CC1 | -2.8 | -0.4 | 13.0 | -19.3 | -13.0 | 1.4 | 2.8 | 1.1 | 8.9 | -0.2
CCOc1ccc(CCNS(=O)(=O)c2cnc[nH]2)cc1OCC | · | -3.3 | -6.0 | 0.0 | 6.0 | 6.9 | -0.1 | -2.1 | -3.6 | -18.4
O=C(Nc1cc(C(=O)N2CCN(c3ccccc3O)CC2)ccc1Cl)c1cccs1 | -3.5 | -4.5 | 39.8 | 4.2 | -39.9 | -5.1 | 3.4 | -1.4 | 12.1 | 16.6
Oc1ccccc1-c1nc(N2CCN(Cc3ccccc3)CC2)c2ccccc2n1 | 4.7 | -5.2 | 4.4 | 3.4 | -4.4 | 3.0 | -1.1 | 0.8 | -24.5 | -8.5
NC(=O)CSc1oc(-c2cccs2)nc1S(=O)(=O)c1ccccc1 | · | -2.0 | -5.9 | -9.5 | 5.9 | 0.7 | 1.5 | 1.8 | · | -9.1
COc1cccc(N2CCN(c3ccc4nnc(CCC(=O)Nc5ccc(F)cc5F)n4n3)CC2)c1 | -4.0 | -1.9 | 6.9 | 2.7 | -6.9 | -5.1 | 0.7 | 2.3 | -1.8 | -2.6

Compounds as they come; any-hit rate near 4.4%.
